# Screens deposited in PubChem by several laboratories.
# Rad51 HR inh – human RAD51 strand exchange inhibitors, primary screen, biochemical, fluorescence | DNA repair protein RAD51 homolog 1 (Homo sapiens), Q06609 | hRad51 DNA strand exchange, fluorescence dequenching | inhibition, % at 10 µM | actives 0.085% (n = 200,000) | AID 1385, 2008;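 active means inhibition above 40% at the single screening dose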;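 further: 0% = DMSO control wells and 100% = blanks with heterologous ssDNA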
#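 Test system: preformed human Rad51 ssDNA filaments. Compound dosing: single dose, 10 µM final compound. Incubation: filaments 15 min 37 °C, then compound 30 min. Technique: FRET fluorescence dequenching, excitation 485 nm, emission 520 nm. Read-out basis: percent inhibition from fluorescence, normalised to plate control and blank means. Benchmarks: plate controls and plate blanks.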
# TNF death inh – inhibitors of TNF-alpha triggered necroptosis, primary screen, cell-based, Jurkat FADD-/-, single concentration. Jurkat FADD-/- TNF necroptosis rescue, ATP luminescence, 24 h; 0 = TNF only, 100 = no-TNF cells. activation (protection from cell death), % at 10 µM. AID 463075, 2010. actives 0.068% (n = 220,000);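 active means activation, meaning protection from cell death, of at least 50% relative to plate controls; inactive means activation below 50%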;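 further: necroptosis triggered by 40 ng/mL TNF-alpha added together with compound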
# EBV gp42 block – Epstein-Barr virus gp42 inhibitors, primary screen, biochemical, uHTS, fluorescence polarization; Glycoprotein 42 (Epstein-Barr virus (strain AG876)), Q1HVG2; Fluorescence polarization binding assay, mP read-out; inhibition, % (tested at 21.74 µM); actives 0.42% (n = 220,000); AID 1085, 2008; in the data active means inhibition above about 50%
# Mdm2 ligase inh – MDM2-luciferase reporter signal enhancers, primary screen, MDM2 E3 ligase inhibitor project, cell-based, luminescence, 1536-well | cell-based MDM2 ubiquitination luciferase reporter, 2 h; 0 = plate control, 100 = twice control, blank-subtracted | signal enhancement, % at 5 µM | actives 0.11% (n = 210,000);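 active means signal enhancement of 30% or more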;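 further: luminescence tracks abundance of the self-degrading MDM2-luciferase fusion protein; higher signal means inhibition of MDM2 E3 ligase activity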
#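 test system = mammalian cells stably expressing self-ubiquitinating, self-degrading MDM2 E3–luciferase fusion | quantity = 2000 cells/well | incubation = cell settling 4 h, compound treatment 2 h, both 37 °C | signal = luminescence with SteadyLite reagent, 15 min at room temperature | evaluation = % enhancement relative to plate controls after blank subtraction | benchmarks = plate controls and plate blanks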
# PERK inh – block of dimerizer-induced PERK translation repression, primary screen, PERK inhibitor project, CHO PERK-DD cells, SEAP luminescence, HTS. Eukaryotic translation initiation factor 2-alpha kinase 3 (Homo sapiens), Q9NZJ5. CHO PERK-DD fusion, SEAP luminescence translation reporter. inhibition, % at 5.6 µM. actives 0.17% (n = 220,000);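 active means inhibition above the mean inhibition of all tested compounds plus 3 SD, set separately per screening campaign, cut at about 2.9% in these data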;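 further: PERK kinase domain activated by AP20187 dimerizer at 100 nM; 0% = DMSO with dimerizer and 100% = rapamycin at 8.4 µM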
# Calpain2 inh – inhibitors of pig calpain II, primary screen, biochemical, fluorogenic peptide substrate, 1536-well. purified calpain II, 30 min. inhibition, % at 16 µM. actives 0.37% (n = 220,000). AID 1236, 2008;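 active means inhibition above about 50%, limit read from the data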
# KCC2 mod – KCC2 cotransporter modulators, thallium flux, primary screen, cell-based, HEK293 KCC2, FluoZin-2 fluorescence, MLSMR | B-score of Tl+ flux slope (higher = more flux/activation; lower = inhibition) at 10 µM | AID 1456, 2008 | Solute carrier family 12 member 5 (Homo sapiens), Q9H2X9 | KCC2 cells, thallium flux FluoZin-2 fluorescence | actives 2.2% (n = 190,000);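 active means thallium flux slope and its plate-corrected score both differing from the plate sample mean at a set confidence after two filtering rounds, in either direction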;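 further: slope of fluorescence scaled to starting intensity during 10 to 20 s after thallium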
# Target sequence (Q9H2X9 whole entry, looked up): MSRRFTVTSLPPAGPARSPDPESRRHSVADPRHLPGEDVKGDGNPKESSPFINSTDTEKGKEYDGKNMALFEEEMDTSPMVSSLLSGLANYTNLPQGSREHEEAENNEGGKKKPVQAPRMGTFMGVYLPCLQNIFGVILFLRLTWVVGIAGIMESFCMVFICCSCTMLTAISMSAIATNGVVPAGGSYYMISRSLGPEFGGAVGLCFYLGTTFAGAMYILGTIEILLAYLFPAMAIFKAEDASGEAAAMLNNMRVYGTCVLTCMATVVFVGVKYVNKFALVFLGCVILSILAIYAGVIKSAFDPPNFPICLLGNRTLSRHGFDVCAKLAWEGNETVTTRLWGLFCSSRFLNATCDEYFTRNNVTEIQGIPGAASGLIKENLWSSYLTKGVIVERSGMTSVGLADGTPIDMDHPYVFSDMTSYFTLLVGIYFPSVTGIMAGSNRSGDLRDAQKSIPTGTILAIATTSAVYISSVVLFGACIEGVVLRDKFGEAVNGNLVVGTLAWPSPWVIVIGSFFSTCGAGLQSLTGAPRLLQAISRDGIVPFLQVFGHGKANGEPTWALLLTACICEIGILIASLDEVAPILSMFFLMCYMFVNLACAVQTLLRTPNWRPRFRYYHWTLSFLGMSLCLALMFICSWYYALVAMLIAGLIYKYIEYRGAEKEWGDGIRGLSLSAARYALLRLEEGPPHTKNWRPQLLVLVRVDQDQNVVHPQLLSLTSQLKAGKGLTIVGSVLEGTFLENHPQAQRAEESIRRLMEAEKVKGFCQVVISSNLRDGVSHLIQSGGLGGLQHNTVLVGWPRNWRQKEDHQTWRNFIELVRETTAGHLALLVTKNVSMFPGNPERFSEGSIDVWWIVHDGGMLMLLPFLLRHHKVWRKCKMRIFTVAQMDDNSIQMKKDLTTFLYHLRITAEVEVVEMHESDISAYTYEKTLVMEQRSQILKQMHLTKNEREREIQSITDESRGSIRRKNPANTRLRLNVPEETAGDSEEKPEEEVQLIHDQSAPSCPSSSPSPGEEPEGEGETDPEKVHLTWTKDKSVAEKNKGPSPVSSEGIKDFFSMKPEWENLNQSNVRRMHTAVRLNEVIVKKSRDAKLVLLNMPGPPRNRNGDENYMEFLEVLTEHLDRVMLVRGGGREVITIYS
# eIF4E-4G inh – eIF4E–eIF4G protein interaction inhibitors, primary screen, biochemical, uHTS, TR-FRET, eIF4GI fragment | AID 782, 2007 | Eukaryotic translation initiation factor 4E (Mus musculus) + Eukaryotic translation … | actives 0.37% (n = 220,000) | TR-FRET eIF4E-eIF4GI(517-606) binding, 2 h | inhibition, % at 21.7 µM;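 active means inhibition above about 30%, limit read from the data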;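 further: 0% = full FRET control wells and 100% = background wells lacking eIF4GI fragment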
# L929 necroptosis – inhibitors of zVAD-triggered necroptosis, primary screen, L929 cells. L929 zVAD necroptosis rescue, ATP luminescence, 24 h; with zVAD 60 µM. viability rescue, % at 10 µM. actives 0.38% (n = 220,000);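 active means activation, scaled between plate controls, above about 75%, limit read from the data; inactive means activation under that limit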;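 further: 0% = zVAD with DMSO and 100% = DMSO alone without zVAD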
# The depositor's hits bear a star; / = not tested or not shown; [ ] = another dose, or the depositor's remark.
SMILES,TNF death inh,PERK inh,EBV gp42 block,Mdm2 ligase inh,eIF4E-4G inh,L929 necroptosis,KCC2 mod,Calpain2 inh,Rad51 HR inh
O=C(CSc1ccc(-c2ccccn2)nn1)N1CCCc2ccccc21,1.8,-1.4,-11,-7,-4,26,-3.1,1,-1
Nc1ccc(C(=O)NCc2ccccc2)cc1,1.7,1.4,-11,-70,3,1.9,1.1,9,8
Cc1ccc(S(=O)(=O)c2nc(S(C)(=O)=O)sc2NCC2CCCO2)cc1 (centres undefined),-3.3,-0.3,-13,8,-1,-0.5,-0.015,-6,14
CCc1ccc(NC(=O)COc2ccc(Br)cn2)cc1,1.8,1.2,-15,-3,4,6.5,-1.1,-8,19
N=c1sccn1CC(=O)NC(=O)NC1CCCC1,-0.3,2.4,-10,7,-1,-0.8,-1,18,30
COc1ccc(NC(=O)CSc2nnc3n2CCCCC3)cc1,0.3,1.9,-3,-12,1,0.4,-0.76,-6,/
COc1ccc(NC(=O)c2ccccc2NS(C)(=O)=O)cc1OC,-2.0,1.7,-1,-17,-19,-0.1,-0.73,34,-11
COc1ccc(OC)c2c(C)cc(N3CCN(C(=O)c4ccc(Cl)cc4)CC3)nc12,-1.4,-1.1,-9,2,-3,-1.2,0.16,-160,/
c1ccc(Cc2noc(CN3CCCC(CN4CCOCC4)C3)n2)cc1 (centres undefined),0.9,0.5,9,1,3,0.7,0.38,-25,-8
Cc1sc(NC(=O)c2ccco2)c(CN2CCCCC2)c1C,0.8,0.3,-11,15,3[fluorescence artefact?],-0.6,0.28,3,-2
O=C(C[n+]1cc(-c2ccc(F)cc2)n2c1CCC2)Nc1nc(-c2ccc(F)cc2)cs1,1.6,-0.6,0,-11,5,-0.5,-2.7,-49,-6
CN(c1ccccc1)S(=O)(=O)c1ccc(Cl)c(C(=O)Nc2nn[nH]n2)c1,-0.3,0.9,-13,-15,0,-0.4,0.12,5,9
Cc1cc(NC(=O)CCC(=O)N(Cc2cccs2)C(C(=O)NC2CCCC2)c2cccnc2)no1 (centres undefined),-0.7,0.0,-12,-33,-4,-0.1,0.023,1,-2
Cc1ccccc1NC(=O)c1ccc(CN(c2ccccc2)S(=O)(=O)c2ccccc2)cc1,2.6,-0.8,-7,-2,-5,6.5,-2,-10,/
Cc1cc(C)n2ncc(C(=O)NC3CCCCC3)c2n1,-0.8,0.2,-22,1,-1,0.2,/,-215,19
Fc1ccc(N/N=C2/CC(c3ccccc3)Oc3ccccc32)c(F)c1 (centres undefined),-0.8,1.0,-7,0,2[fluorescence artefact?],-0.4,2,8,2
CC(C)Cn1c(=O)c(-[n+]2ccccc2)c([O-])c2ccccc21,0.3,0.9,2,-3,4,2.6,0.42,-6,4
CCC(CC)C(=O)OCC(=O)NC12CC3CC(CC(C3)C1)C2,-0.4,-0.2,-10,-5,3[fluorescence artefact?],-0.6,/,-9,1
COCCSc1nnc(NC(=O)Cc2cccs2)s1,-0.2,1.5,-2,-4,8,-0.1,/,-22,1
Cc1ccc(Cn2c(=O)c3ccccc3n3nc(C)cc23)cc1,1.5,0.1,-1,-16,0,-0.7,-0.26,-41,/
O=C(COC(=O)C1CC1)Nc1ncc(C(F)(F)F)cc1Cl,0.7,0.3,-18,-3,2,0.6,1.2,-12,-5
COc1ccc(C2C(=O)c3ccccc3C2=O)cc1OC,-1.1,0.0,-15,-27,-7,-0.1,-1.1,8,-4
O=C(Nc1ccc2c(c1)OCO2)c1ccccc1SCC(=O)N1CCCC1,1.4,-0.2,-13,-2,-11,-0.1,/,23,/
O=C(CSc1ccc(Br)cc1)N1CCN(C(=O)c2ccco2)CC1,1.1,2.0,-9,-10,0,3.8,-0.85,-28,8
CC(C)Sc1nc2c(c(=O)n1-c1ccc(F)cc1)SCC2,-3.3,-0.2,-20,-8,3,2.7,-0.059,-18,-1
O=C(O)CCCCCNc1ccc2nsnc2c1[N+](=O)[O-],2.2,1.6,-25,-26,1,1.7,0.22,-5,2
CC1(C)C2CCC1(CS(=O)(=O)Nc1ccccc1)C(=O)C2 (centres undefined),2.8,1.0,-7,2,-4,1.9,0.29,-9,-3
COc1cccc(CNC(=O)C2CCN(S(=O)(=O)c3cccc4cccnc34)CC2)c1,2.0,-0.1,-6,/,3,/,0.82,12,/
O=C(NC(=S)N1CCN(c2ccc([N+](=O)[O-])cc2Cl)CC1)c1ccco1,-0.6,0.8,-7,8,12,-0.7,5.2,-3,-21
COc1ccc(Cc2n[nH]c(=S)n2C)cc1Br,0.3,1.3,-19,-1,6,7.8,-1.4,-24,31

# The last two entries of the section above lead into the next.
SMILES,TNF death inh,PERK inh,EBV gp42 block,Mdm2 ligase inh,eIF4E-4G inh,L929 necroptosis,KCC2 mod,Calpain2 inh,Rad51 HR inh
O=C(NC(=S)N1CCN(c2ccc([N+](=O)[O-])cc2Cl)CC1)c1ccco1,-0.6,0.8,-7,8,12,-0.7,5.2,-3,-21
COc1ccc(Cc2n[nH]c(=S)n2C)cc1Br,0.3,1.3,-19,-1,6,7.8,-1.4,-24,31
Cc1c(Cl)c([N+](=O)[O-])nn1CCCC(=O)N(Cc1ccccc1)Cc1ccccc1,0.6,-1.2,12,/,5[fluorescence artefact?],0.7,-1,25,/
O=C1c2oc3ccc(Cl)cc3c(=O)c2C(c2cccc(Br)c2)N1CCO (centres undefined),-1.4,-1.9,1,-3,11,-0.1,-0.61,3,3
COc1ccc(CCNC(=O)COc2ccccc2[N+](=O)[O-])cc1OC,1.4,-0.2,-16,-6,4,-0.9,0.48,-3,/
Cn1c(=O)c2c(-c3ccc(C(C)(C)C)cc3)n(CC3CCCO3)cc2n(C)c1=O (centres undefined),-0.2,-0.7,-6,-16,1,0.0,0.58,6,0
O=C(N/N=C/C(Br)=C/c1ccccc1)C1CC1,3.1,0.3,8,-25,2,1.7,0.11,25,-14
O=C(N1CCOCC1)C(F)(F)C(F)(F)C(F)(F)C(F)(F)C(=O)N1CCOCC1,-1.8,1.6,-1,-13,4,0.4,0.24,-28,6
COc1ccc(N(C(=O)c2cccc(OC)c2OC)C2C=CS(=O)(=O)C2)cc1 (centres undefined),-0.6,2.0,-16,3,-12[fluorescence artefact?],-0.9,/,-5,4
C[C@]12C=CC(=O)C=C1CC[C@H]1[C@@H]3C[C@@H](O)[C@](O)(C(=O)CO)[C@@]3(C)C[C@H](O)[C@@]12F,1.1,1.9,-7,/,-2,67,0.054,-17,-6
COc1ccc(C(=O)Oc2ccc3c(c2)OCO3)cc1OC,-0.6,0.5,-13,-12,1,-0.7,-0.37,-7,2
O=C(CCn1c(=S)[nH]c2ccccc2c1=O)NCCCN1CCOCC1,-1.6,0.8,-16,-13,2,0.3,-1.3,-21,0
Cc1c(Cc2ccccc2)c(=O)oc2cc(OCc3ccc(C(=O)O)cc3)ccc12,2.9,-0.1,-9,-9,8,0.4,-4.2*,-317,-4
C/C(=N\NS(=O)(=O)c1ccccc1)c1cc(Cl)cc(Cl)c1O,1.9,1.1,-9,-2,5,1.1,-3.8,-52,9
CCOc1cc(CNc2ccc3c(c2)CCC3)ccc1OC,-2.6,-0.8,-4,8,4,-0.3,-1.4,9,-7
Cc1cc(C)nc(-n2ncc3c2CCCC3=O)n1,-0.2,0.0,-9,-4,0,1.3,0.6,-14,20
CCN(CC)c1ccc(CNc2nc3ccccc3n2C(C)C)cc1,2.2,-1.1,-1,-12,1,-0.2,1.7,-1,1

# Four compounds picked at random from those above, as already listed:
SMILES,TNF death inh,PERK inh,EBV gp42 block,Mdm2 ligase inh,eIF4E-4G inh,L929 necroptosis,KCC2 mod,Calpain2 inh,Rad51 HR inh
COc1ccc(N(C(=O)c2cccc(OC)c2OC)C2C=CS(=O)(=O)C2)cc1 (centres undefined),-0.6,2.0,-16,3,-12[fluorescence artefact?],-0.9,/,-5,4
O=C(N/N=C/C(Br)=C/c1ccccc1)C1CC1,3.1,0.3,8,-25,2,1.7,0.11,25,-14
Cc1c(Cl)c([N+](=O)[O-])nn1CCCC(=O)N(Cc1ccccc1)Cc1ccccc1,0.6,-1.2,12,/,5[fluorescence artefact?],0.7,-1,25,/
COc1ccc(CCNC(=O)COc2ccccc2[N+](=O)[O-])cc1OC,1.4,-0.2,-16,-6,4,-0.9,0.48,-3,/

# Remaining list, next part
SMILES,TNF death inh,PERK inh,EBV gp42 block,Mdm2 ligase inh,eIF4E-4G inh,L929 necroptosis,KCC2 mod,Calpain2 inh,Rad51 HR inh
CC(C)(C)NC(=O)C(c1ccncc1)N(C(=O)c1csnn1)c1ccccc1 (centres undefined),-2.8,-0.8,7,-11,0[fluorescence artefact?],-0.4,0.87,-19,0
CCc1ccc(/C(C)=N\Nc2ccc([N+](=O)[O-])cc2)cc1,-0.7,1.2,-18,-1,1,0.6,-0.13,11,-24
O=C(CSc1n[nH]c(=O)[nH]c1=O)c1ccc([N+](=O)[O-])cc1,-1.7,1.2,-23,-11,-6,-0.4,-0.62,1,17
O=C(CCN1C(=O)C2CCCCC2C1=O)Nc1nc(-c2ccccc2)cs1 (centres undefined),2.3,0.3,-20,-7,3,4.1,-1.4,-3,1
CCCCc1ccc(-c2nc(N)n[nH]2)cc1,-2.1,1.7,-22,-10,5,4.9,/,18,5
O=[N+]([O-])C1=CC=C2C(=NC3(CCCCC3)N2O)C1=NC1CCCCC1,-4.0,0.8,-4,-7,13,0.0,-0.55,-7,1
COc1ccccc1CNC(=O)c1cnccn1,0.6,-0.1,43,-10,-5,-0.3,-0.58,-70,-1
CC(=O)c1ccc(OC(=O)N(c2ccccc2)c2ccccc2)cc1,-1.5,-1.1,12,-13,/,-0.2,-0.5,16,1
Cc1ccc(N(CC(=O)N/N=C/c2ccc(OC3CSC3)cc2)S(=O)(=O)c2ccccc2)c(C)c1,2.5,-0.7,1,-10,8,6.7,0.039,-8,0
